D2 antagonist – HTS Assay for Allosteric Antagonists of the Human D2 Dopamine Receptor: Primary Screen for Antagonists. AID 485344, 2010. 340,000 tested, 2% active. inhibition, % at 10 µM. HEK293 TREx D2 cells, calcium flux, dopamine EC80. D(2) dopamine receptor (Homo sapiens), P14416; in the data active = inhibition above about 30%; note: 0% is about no effect
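Tetracycline-induced HEK293 T-REx cells expressing D2 force-coupled to calcium signalling were dye-loaded, exposed to compound for 180 s, then challenged with an EC80 of dopamine; calcium flux was followed kinetically for a further 180 s.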
Pin1 inh – qHTS Assay to Find Inhibitors of Pin1; Peptidyl-prolyl cis-trans isomerase NIMA-interacting 1 (Homo sapiens), Q13526; Pin1 FP peptide displacement, HiFluor488, 10 min; Potency, µM (top dose mostly 115 µM), inactives show at the top dose activity, negative = inhibition, most hits filed as inhibitors; 390,000 tested, 0.009% active; AID 504891, 2011; active = well fitted inhibition curve with a large enough effect in the polarisation, with a control signal flat, not every such curve was filed as active; inconclusive = small, poorly fitted or top-dose-only effect, or effect the other way, or a change in a side signal; inactive = no such curve, though single readings can be large or run the other way; the % refers to the polarisation; note: potency is the fitted concentration of half-maximal effect; % is set by controls: 0 for no effect and ±100 for the full control effect
Target sequence (Q13526 whole entry, looked up): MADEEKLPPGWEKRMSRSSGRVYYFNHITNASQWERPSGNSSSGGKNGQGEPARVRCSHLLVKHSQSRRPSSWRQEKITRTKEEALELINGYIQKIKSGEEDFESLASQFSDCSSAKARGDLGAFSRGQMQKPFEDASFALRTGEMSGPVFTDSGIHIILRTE
TRHR PAM – qHTS for Small Molecule Agonists and Allosteric Enhancers of Human TRH Receptor: Primary Screen for Enhancers | Thyrotropin-releasing hormone receptor (Homo sapiens), P34981 | TRHR cells, fluo-8 calcium fluorescence, EC20 TRH enhancement | 360,000 tested, 0.66% active | enhancement, % at 2 µM; in the data active = enhancement above about 30%; note: 0% is about no effect
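Enhancer read-out: after compound pinning and an initial kinetic agonist-mode read, an EC20 of TRH (10 nM final) was injected and fluo-8 calcium signal (Ex 480/Em 530) followed at 1 s/cycle for 100 cycles in TRHR-expressing cells.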
rTrxR1 inhibitor – qHTS Assay for Inhibitors of Mammalian Selenoprotein Thioredoxin Reductase 1 (TrxR1): qHTS | recombinant rTrxR1, NADPH fluorescence consumption, selenite substrate | Potency, µM (highest dose often 114 µM), without a hit: at the highest dose activity change, negative = inhibition, actives largely listed as inhibitors | Thioredoxin reductase 1, cytoplasmic (Rattus norvegicus), O89049 | 390,000 tested, 1% active | AID 588453, 2011; note: potency is the fitted concentration of half-maximal effect; % is set by controls: 0 for no effect and ±100 for the full control effect; nearly all actives have a fitted effect of over 65% in size
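Rat TrxR1 (90 nM in the dispensed reagent) was pre-reduced with 400 uM NADPH for 5 min at room temperature, then incubated with compound for 15 min. After 400 uM selenite was added, NADPH fluorescence (Ex 340/Em 450 nm) was followed for 8 min.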
TRHR agonist – qHTS for Small Molecule Agonists and Allosteric Enhancers of Human TRH Receptor: Primary Screen for Agonists | Thyrotropin-releasing hormone receptor (Homo sapiens), P34981 | TRHR cells, calcium flux fluo-8, FDSS agonist mode | activation, % at 2 µM | 360,000 tested, 0.18% active; in the data active = activation above about 30%; note: 0% is about no effect
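In this calcium-flux screen, cells bearing human TRHR are dye-loaded with fluo-8, baselined for 10 cycles, then exposed to library compounds; positive kinetic calcium responses during the agonist phase mark hits, with TRH as control.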
IDH1 R132H inh – qHTS for Inhibitors of mutant isocitrate dehydrogenase 1 (IDH1): qHTS; IDH1-R132H enzyme, NADPH consumption, diaphorase/resazurin fluorescence; 390,000 tested, 0.093% active; Isocitrate dehydrogenase [NADP] cytoplasmic (Homo sapiens), O75874; Potency, µM (titrated, usually from 76.6 µM), for the others: top-dose activity change, negative = inhibition, most hits filed as inhibitors; note: potency is the fitted concentration of half-maximal effect; % is set by controls: 0 for no effect and ±100 for the full control effect; nearly all actives have a fitted effect of over 65% in size
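IDH1-R132H (0.5 ug/mL) preincubated 30 min with compound, then NADPH (0.016 mM) and alpha-KG (2 mM) added; 80 min at RT, pH 7.5. Remaining NADPH coupled via diaphorase/resazurin to fluorescence (540/590 nm); concentration-response curves normalized to no-enzyme control.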
D2 agonist – HTS Assay for Allosteric Agonists of the Human D2 Dopamine Receptor: Primary Screen for Agonists; D(2) dopamine receptor (Homo sapiens), P14416; HEK293 T-REx D2 cells, calcium flux agonist mode; activation, % at 2 µM; 340,000 tested, 0.53% active; AID 485358, 2010;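 active = activation over 3 SD above normal in the single-dose calcium agonist read, cut at about 30% in these data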; note: 0% is about no effect
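In this primary screen, compounds producing a positive calcium signal within 180 s of addition to tetracycline-induced, force-coupled HEK293 Trex D2 cells are flagged; cells are dye-loaded with a no-wash calcium kit beforehand.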
TrxR1 substrate – qHTS Assay for Substrates of Mammalian Selenoprotein Thioredoxin Reductase 1 (TrxR1): qHTS; Potency, µM (titrated, usually from 114 µM), without a hit: at the top dose activity change, negative = substrate turnover; purified TrxR1 substrate turnover, NADPH consumption readout; AID 588456, 2011; 390,000 tested, 0.01% active; note: potency is the fitted concentration of half-maximal effect; % is set by controls: 0 for no effect and ±100 for the full control effect; nearly all actives have a fitted effect of over 50% in size
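Rat TrxR1, dispensed at 90 nM, was prereduced with 400 uM NADPH (final) for 5 min at ~22 deg C, then incubated with compound 15 min before 400 uM selenite. A first-read NADPH fluorescence drop versus no-compound background flagged substrates.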
USP1 inh – Inhibitors of USP1/UAF1: Primary Screen; Ubiquitin carboxyl-terminal hydrolase 1 (Homo sapiens), O94782; recombinant USP1/UAF1, Ub-Rhodamine cleavage fluorescence; Potency, µM (top dose mostly 57.1 µM), inactives show top-dose activity change, negative = inhibition, usual class: inhibitors; 390,000 tested, 0.23% active; AID 743255, 2014; note: potency is the fitted concentration of half-maximal effect; % is set by controls: 0 for no effect and ±100 for the full control effect; nearly all actives have a fitted effect of over 60% in size; inactives centre near -12
Target sequence (O94782 whole entry, looked up): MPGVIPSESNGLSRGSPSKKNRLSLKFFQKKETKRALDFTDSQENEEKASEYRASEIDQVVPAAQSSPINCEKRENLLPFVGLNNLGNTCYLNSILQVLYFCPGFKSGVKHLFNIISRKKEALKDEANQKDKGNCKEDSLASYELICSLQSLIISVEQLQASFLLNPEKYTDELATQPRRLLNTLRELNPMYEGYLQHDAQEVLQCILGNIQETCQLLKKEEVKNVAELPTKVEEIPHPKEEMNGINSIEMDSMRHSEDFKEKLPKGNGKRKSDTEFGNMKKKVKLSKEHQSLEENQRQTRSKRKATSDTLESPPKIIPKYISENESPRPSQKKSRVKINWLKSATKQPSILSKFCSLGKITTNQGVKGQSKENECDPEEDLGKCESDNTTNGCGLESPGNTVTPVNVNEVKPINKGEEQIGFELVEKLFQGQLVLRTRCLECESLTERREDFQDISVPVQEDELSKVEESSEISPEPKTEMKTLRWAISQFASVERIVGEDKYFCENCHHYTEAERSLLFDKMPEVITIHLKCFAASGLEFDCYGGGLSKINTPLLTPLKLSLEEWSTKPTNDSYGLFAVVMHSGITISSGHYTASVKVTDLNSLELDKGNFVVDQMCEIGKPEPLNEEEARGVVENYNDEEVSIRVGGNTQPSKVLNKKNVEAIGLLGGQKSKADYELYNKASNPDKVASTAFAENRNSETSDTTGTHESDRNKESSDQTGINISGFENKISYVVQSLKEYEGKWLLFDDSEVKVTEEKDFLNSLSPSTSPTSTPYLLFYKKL
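USP1/UAF1 complex at 1 nM was preincubated with compound for 15 min at room temperature, then Ub-Rho substrate (150nM final) was added. Fluorescence (480/540 nm) was read kinetically, 6 reads every 60 seconds.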
Numbers without * were called inactive; ? = inconclusive; . = not tested or not shown; & = joins results of further samples; [ ] = remark or other dose. Unless noted, calls come from the whole dose curve; as a rule, active = well fitted inhibition curve with a large enough effect; inconclusive = small, poorly fitted or top-dose-only effect; inactive = no such curve, though single readings can be large or run the other way.

SMILES,D2 antagonist,Pin1 inh,TRHR PAM,rTrxR1 inhibitor,TRHR agonist,IDH1 R132H inh,D2 agonist,TrxR1 substrate,USP1 inh
CCn1cc(S(=O)(=O)CC(=O)Nc2cccc(C)c2)c2ccccc21,-11,2%,-5,6%[57.1 µM],-1.3,1%,-0.5,7%[57.1 µM],-9%
CCOC(=O)c1c(C)[nH]c(C(=O)OCC(=O)c2c(N)n(C)c(=O)n(C)c2=O)c1C,18,.,-1,.,0.3,.,0.1,.,.
O=C1NC2(CCCCCC2)N=C1c1ccc(Br)cc1,2,1%,-6,6%,-1.1,1%,-1.8,1%,2%
O=C(CSc1n[nH]c(-c2ccc(S(=O)(=O)NC3CCCCC3)cc2)n1)N1CCCC1,0,-2%,5,25%,-0.2,8%,-0.2,186%[activator],6%
O=C(O)CNC(=O)C1(N2C(=O)c3ccccc3C2=O)CCCC1,.,0%,.,7%[57.1 µM],.,2%,.,9%[57.1 µM],-15%
O=C(NNC(=O)c1cc(-c2ccccc2Cl)nc2ccccc12)c1csc(N2CCOCC2)n1,5,25%,12,2%,-0.3,6%,-0.4,-7%,-15%
O=C(Nc1ccc(S(=O)(=O)N2CCOCC2)cc1)c1cc(-c2ccccc2O)n[nH]1,-1,-3%,-2,10%,0.0,-1%,0.8,-6%,-18%
CC(C)Cc1nnc(NC(=O)CSc2nc(=O)cc(N)n2-c2ccccc2)s1,0,4%,2,11%[57.1 µM],0.4,-6%,0.1,8%[57.1 µM],-12%
COc1ccc(-n2cc(C(=O)NCc3ccc(Cl)cc3)c3ccccc3c2=O)cc1,.,17%,2,11%[11.4 µM],-0.5,-9%,-0.3,-4%[11.4 µM],-15%
CCn1c(O)c2ccc(C(=O)N=NC(=O)c3ccccc3)cc2c1O,-2,-2%,-3,5%,0.6,-4%,-0.3,1%,8%
CCNC(=O)NC(=O)CSc1ccc(NC(C)=O)cc1,-4,-5%,5,0%,0.2,0%,2.1,-2%,-25%
CCN(CC)CCCNc1nc(-n2nc(C)cc2C)nc2sc3c(c12)CC(C)(C)OC3,-8,0%,-3,2%[57.1 µM],0.3,5%,-0.4,9%[2.29 µM],-18%

Continued:
SMILES,D2 antagonist,Pin1 inh,TRHR PAM,rTrxR1 inhibitor,TRHR agonist,IDH1 R132H inh,D2 agonist,TrxR1 substrate,USP1 inh
O=C(Nc1ccccc1C(=O)O)c1cc(S(=O)(=O)N2CCCCC2)c(Cl)cc1Cl,19,7%,-4,4%,-1.5,-9%,-2.1,5%,-12%
Cn1ccc2c(OCC(=O)NCc3ccccc3Cl)cccc2c1=O,.,-3%,7,5%[57.1 µM],-0.3,7%,0.0,1%[57.1 µM],-29%
O=C(C1CCN(S(=O)(=O)c2cnc[nH]2)CC1)N1CCc2ccccc2C1,7,5%,-5,-2%,0.1,2%,0.3,3%,-7%
COc1cccc(CNC(=O)Cc2ccc(Br)cc2)c1,11,-2%,-4,11%,-0.4,0%,-0.8,6%[0.0914 µM],0%
O=C(Cn1c(=O)n(Cc2ccccc2)c(=O)c2ccccc21)NCc1ccco1,-8,15%,-2,-20%,1.2,4%,0.4,7%,-9%
COc1ccc(N(CC(=O)NCc2ccccc2Cl)S(=O)(=O)c2c(C)noc2C)cc1,.,-1%,-1,16%,0.8,0%,.,7%,-31%
COc1ccc(N2CCN(C(=O)CCc3ccc(S(=O)(=O)NCC(C)C)cc3)CC2)cc1,-1,21%,4,13%[57.1 µM],-0.7,1%,-2.3,8%[57.1 µM],-3%
CCOC(=O)C1CCCN(S(=O)(=O)c2cc(-c3cc(C)no3)ccc2OC)C1 (stereo not given),.,-8%,-2,23%[57.1 µM],0.0,9%,-0.3,1%[57.1 µM],-4%
CCCn1c(=O)sc2cc(NC(=O)c3ccc(OC)c(Br)c3)ccc21,.,12%,5,33%[activator],-0.2,1%,0.0,10%,-11%
Cc1ccn(Cc2n[nH]c(=S)n2Cc2ccccc2)n1,-50,0%,7,-29%,-0.1,0%,-1.0,-10%,-14%
CN(c1ccccc1C(=O)N1CCN(Cc2ccc3c(c2)OCO3)CC1)S(C)(=O)=O,0,5%,4,8%[57.1 µM],0.3,-6%,-0.3,8%[57.1 µM],-13%
CCOC(=O)C1CCCN(C2=NC(=O)/C(=C/c3ccc(N(C)C)cc3)S2)C1 (stereo not given),12,?,11,-9%[57.1 µM],21,1%,12,-7%[57.1 µM],-10%

Filtered by structure: the compounds so far containing bromine (three)
SMILES,D2 antagonist,Pin1 inh,TRHR PAM,rTrxR1 inhibitor,TRHR agonist,IDH1 R132H inh,D2 agonist,TrxR1 substrate,USP1 inh
O=C1NC2(CCCCCC2)N=C1c1ccc(Br)cc1,2,1%,-6,6%,-1.1,1%,-1.8,1%,2%
COc1cccc(CNC(=O)Cc2ccc(Br)cc2)c1,11,-2%,-4,11%,-0.4,0%,-0.8,6%[0.0914 µM],0%
CCCn1c(=O)sc2cc(NC(=O)c3ccc(OC)c(Br)c3)ccc21,.,12%,5,33%[activator],-0.2,1%,0.0,10%,-11%

Next part:
SMILES,D2 antagonist,Pin1 inh,TRHR PAM,rTrxR1 inhibitor,TRHR agonist,IDH1 R132H inh,D2 agonist,TrxR1 substrate,USP1 inh
CC(C)OCC(O)CN1CCC(Cc2ccccc2)CC1 (stereo not given),10,7%,2,7%,-0.1,-8%,0.7,0%,-17%
CCOC(=O)c1c(C)[nH]c(NC(=O)NNC(=O)c2ccc(OC)cc2)c1C,-38,7%,3,18%,0.1,-1%,0.2,5%,-13%
CC(=O)NCCCNc1ccc([N+](=O)[O-])cc1,9,-1%,-2,-14%,0.4,3%,0.6,-17%,-17%
COc1cc(-c2noc(C)c2/C=C/c2cccc([N+](=O)[O-])c2)cc(OC)c1OC,-12,0%,0,18%&3%,-0.5,-2%,0.1,2%[57.1 µM],-26%
COc1ccc(Cl)cc1NC(=O)N1CCC(CN2CCc3ccccc3C2)CC1,.,5%,15,5%,-0.7,-17%,-1.2,-6%,-12%
CC(C)(C)SCCNC(=O)c1ccc(Cl)c(S(=O)(=O)N2CCOCC2)c1,.,-5%,.,8%,.,2%,.,1%,-18%
O=C(CCc1nc2ccccc2c(=O)[nH]1)NCc1ccco1,-11,7%,6,-7%[57.1 µM],-0.4,0%,1.5,2%[57.1 µM],1%
Cc1ccc(C)c(Nc2nnc(-c3ccc(C)c(S(=O)(=O)NCC4CCCO4)c3)c3ccccc23)c1 (stereo not given),.,4%,1,20%,-0.1,-7%,.,9%,-19%
CNNC(=O)C(C)NC(=O)c1ccc(Br)cc1 (stereo not given),-7,0%,2,14%,1.8,1%,-0.1,10%,-15%
CN1CCN(C(=O)c2sc(=S)n(-c3ccccc3)c2N)CC1,-7,-10%,6,-20%,0.3,5%,-0.4,-8%,-8%
CCCCNc1c(-c2cccc(-c3ccc(OC)cc3)c2)nc2cc(C)ccn12,.,?,.,42%[activator][57.1 µM],.,-4%,.,50%[activator][57.1 µM],-23%
Cc1ccc(NC(=O)O/N=C/c2cccc([N+](=O)[O-])c2)cc1,-34,2%,3,-4%,0.6,-1%,1.1,-6%,-26%

The list goes on.
SMILES,D2 antagonist,Pin1 inh,TRHR PAM,rTrxR1 inhibitor,TRHR agonist,IDH1 R132H inh,D2 agonist,TrxR1 substrate,USP1 inh
Cc1ccc(NC(=O)C2CC(=O)NC(Nc3cccc(C)c3)=N2)cc1 (stereo not given),13,-1%,-3,9%[57.1 µM],0.2,0%,0.4,-10%,-4%
O=C(NCCN1CCCCCC1)c1ccc(CS(=O)(=O)c2ccc(Br)cc2)o1,4,8%,7,?,0.4,14%,-2.9,3%[57.1 µM],-18%
CN(C)c1ccc(-c2nn3c(-c4cccnc4)nnc3s2)cc1,15,3%,-2,-8%,-0.4,0%,-0.8,-1%,-11%
COc1ccc(NC(=O)c2c(C)oc3ccc(O)c(CN4CCCCCC4)c23)cc1Cl,.,6%,10,-9%,-0.6,5%,-1.0,-7%,7%
O=C(Cc1ccc(Cl)cc1)NCCS(=O)(=O)N1CCN(c2ccccc2)CC1,-3,4%,-1,1%[57.1 µM],0.0,-2%,17,-4%[57.1 µM],-4%

Some of the compounds tested; count on the stated rates, not on these rows.
